Compound activity from PubChem.
P. falciparum M17LAP – P. falciparum M17LAP inhibitors, primary screen, biochemical, fluorogenic H-Leu-NHMec substrate, 1536-well (AID 1619); recombinant M17LAP, H-Leu-NHMec fluorogenic kinetic assay; higher % means a stronger effect; inhibition, % at 30 µM, or IC50 in µM where a hit was titrated; hit rate 0.38% among 220,000;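 active = compound inhibiting the enzyme by more than half at any dose during confirmatory dose-response retesting; inconclusive = strong single-dose inhibitors picked by rank but not retested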;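 note: plate controls were full reaction with DMSO carrier for no effect and no enzyme background for full effect; strong numbers were not always called active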
GPR55 beta-arrestin – selective activators of receptor GPR55 – imaging, U2OS cells, beta-arrestin-GFP redistribution, primary screen (AID 1961); activation, % at 10 µM; hits with a dose series show EC50 in µM; hit rate 0.048% among 290,000; U2OS GPR55 beta-arrestin-GFP redistribution imaging; higher % means a stronger effect;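 active = activation above 40% with more than 50 cells counted in the well; inconclusive = wells holding fewer than 50 cells, flagged as toxic or sparse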;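 note: U2OS osteosarcoma cells stably expressing GPR55 and beta-arrestin-GFP; plate controls were DMSO negative control for no effect and LPI positive control for full effect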
Dynein cargo inh – blocks dynein driven cargo transport along microtubules. AID 1381. 3617.4 mouse cells, GR-EGFP nuclear translocation imaging; test concentration mostly 20 µM; stimulated with dexamethasone, 1 µM; stronger effect = lower value. hit rate 0.47% among 220,000. z-score, hits read low;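 active = plate z-score of nuclear minus cytoplasmic receptor signal below a set negative limit, without overly bright fluorescence or cell loss, cut at about -3.5 in these data, passing the limit was not always enough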;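 note: z-score of nuclear minus cytoplasmic ring GR-EGFP intensity difference per well; some compounds called inactive have numbers as strong as hits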
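Buffer or medium: tetracycline-free induction medium containing charcoal-stripped FBS / Reagent: dexamethasone agonist, 1.0 µM final, for 30 min / Technique: automated 10x imaging of fixed Hoechst-stained cells / Times: induction 48 h, compound 1 h, agonist 30 min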
NOD2 inhibition – inhibition of NOD2-driven NF-kB reporter – cell-based, luminescence, uHTS, HEK293 (AID 1566); HEK293 NOD2/NF-kB luciferase reporter, luminescence; higher % means a stronger effect; inhibition, % at 4 µM; hits with a dose series show EC50 in µM; hit rate 0.63% among 290,000; note: many of its hits are not listed in these tables
NOD1 NF-kB reporter – NOD1 signaling inhibitors, primary screen, cell-based, luminescence, uHTS (AID 1578) | NOD1-driven NF-kB luciferase reporter cells, luminescence; higher % means a stronger effect | inhibition, % at 4 µM, or EC50 in µM where a hit was titrated | hit rate 1% among 290,000; in the data active = inhibition mostly above about 36%, no sharp cut-off; inactive = mostly below about 34%;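 note: HEK-293T reporter cells stimulated with the NOD1 agonist gamma-tri-DAP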
KOR beta-arrestin-1 – kappa opioid receptor activators – cell-based, luminescence, uHTS, primary screen (AID 1777) | hit rate 0.02% among 280,000 | activation, % at 10 µM; hits with a dose series show EC50 in µM | KOR beta-arrestin recruitment, luminescence; higher % means a stronger effect; in the data active = activation above about 50%, passing the limit was not always enough; note: a part of the inactive calls stands beside numbers as strong as those of hits
KOR beta-arrestin-2 – kappa opioid receptor blockers – cell-based, luminescence, uHTS (AID 1778). KOR beta-arrestin recruitment, luminescence, antagonist mode; higher % means a stronger effect. inhibition, % at 10 µM; hits with a dose series show IC50 in µM. hit rate 0.091% among 290,000; note: strong numbers were not always called active
AID2073 – inhibitors of Mint1-CaV2.2 protein interaction, biochemical, HTRF (AID 2073) | HTRF protein-protein interaction, Mint1-CaV2.2; higher % means a stronger effect | inhibition, % at 20 µM, or IC50 in µM where a hit was titrated | hit rate 0.19% among 290,000; in the data active = inhibition mostly above about 51%, no sharp cut-off; inconclusive = no clear call, values can overlap the other calls; inactive = mostly below about 53%; note: some results filed as inactive read as strong as hits
M1AAP inhibition – malaria alanyl aminopeptidase activity blockers – biochemical, fluorogenic H-Leu-NHMec substrate, 1536-well (AID 1445) | recombinant M1AAP, H-Leu-NHMec fluorogenic kinetic assay; higher % means a stronger effect | one-dose inhibition, % at 30 µM; IC50 in µM for titrated hits | hit rate 0.42% among 220,000;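 active = primary inhibition above the hit cutoff, then over 50% inhibition at one or more dose response concentrations, cut at about 23% in these data, passing the limit was not always enough; inconclusive = conflicting primary data, or primary hits not chosen for dose response; inactive = low primary inhibition, or under 50% at every dose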;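 note: plate controls were DMSO full reaction for no effect and no enzyme background for full effect; strong numbers were not always called active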
Dynein cargo inh cytoplasmic EGFP – also measured in Dynein cargo inh; calls as there; z-score; measured here: cytoplasmic GR-EGFP intensity; stronger effect = higher value
Dynein cargo inh nuclear GR-EGFP – also measured in Dynein cargo inh; calls as there; z-score; measured here: nuclear GR-EGFP intensity;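 lower value marks the stronger effect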
Dynein cargo inh cell count – second read-out of Dynein cargo inh, no call of its own (marks repeat the call); z-score; measured here: cell count per field
Active calls of the source: *; ? = inconclusive; / = no result given; [ ] = remark or other dose. Cut-off read from the data, not from the text of the source, unless noted: active = inhibition above about 50%; inactive = the rest.

SMILES | P. falciparum M17LAP | GPR55 beta-arrestin | Dynein cargo inh | Dynein cargo inh cytoplasmic EGFP | Dynein cargo inh nuclear GR-EGFP | Dynein cargo inh cell count | NOD2 inhibition | NOD1 NF-kB reporter | KOR beta-arrestin-1 | KOR beta-arrestin-2 | AID2073 | M1AAP inhibition
CC1=C(C(=O)Nc2ccccc2)C(c2ccc(C)o2)n2c(s/c(=C\c3ccco3)c2=O)=N1 (centres undefined) | 3% | -0.1% | -0.62 | -0.28 | -0.33 | -0.38 | 8% | -50% | -3.2% | 10% | 40% | 15%
COc1cc(OC)cc(C(=O)NCC2CCCO2)c1 (centres undefined) | -4% | 0.2% | -0.34 | -0.25 | 0.023 | 0.84 | -2% | -18% | 0.6% | -11% | -3% | 7%
Clc1ccc(-c2nnc3sc(-c4ccc(Br)o4)nn23)c(Cl)c1 | 3% | -0.1% | 1.6 | -0.12 | 1 | -1.2 | 15% | -24% | -3.8% | 19% | 7% | 0%
CCOc1ccccc1CNC(=O)c1ccc2c(c1)N(CC)CCS2 | / | -0.1% | / | / | / | / | -8% | 18% | -1.0% | -8%[20 µM] | 23% | /
CN(C)N1C(=O)CC(N2CCCCC2)C1=O (centres undefined) | 1% | 0.4% | -0.26 | -0.25 | -0.0069 | 0.41 | 5% | -36% | 3.8% | -44% | 6% | -1%
COc1cc(C(=O)NC(=S)N(C)Cc2ccccc2)cc(OC)c1OC | -4% | 1.4% | 3 | -0.16 | 1.5 | -1 | 2% | -15% | -3.8% | -9% | -1% | -4%
O=C(c1ccc(C(F)(F)F)cc1)C1CCCN(C(=O)CN2C(=O)CSC2=O)C1 (centres undefined) | -2% | 0.0% | 0.19 | -0.28 | 0.39 | 0.32 | -7% | -36% | -5.4% | -8% | -8% | -2%
O=S(=O)(NCCc1ccccc1)c1cccc(S(=O)(=O)N2CCOCC2)c1 | 7% | -0.2% | -0.43 | -0.21 | 0.17 | 0.39 | -4% | 10% | -0.7% | -13% | 1% | 0%
O=C(NCc1ccccn1)C(=O)NCC1OCCCN1S(=O)(=O)c1ccc(F)cc1 (centres undefined) | / | 0.0% | / | / | / | / | -3% | -20% | 8.0% | 14% | 2% | /
CCCS(=O)(=O)N1CCN(Cc2ccccc2C(F)(F)F)CC1 | 9% | -0.1% | -0.19 | -0.14 | 0.12 | 1.3 | -11% | -17% | / | -17% | 10% | -1%
O=C(CCCN1CCC(c2ccccc2)C1)c1ccc2c(c1)OCCO2 (centres undefined) | -4% | -0.3% | -1.4 | -0.3 | -0.65 | 1.6 | -5% | 0% | 0.4% | 10% | 4% | 9%
CCN(CC)c1ccc(C(=S)N2CCN(c3ccccc3)CC2)cc1 | -7% | -0.1% | -0.84 | -0.36 | -0.38 | -0.34 | 1% | -1% | 0.3% | 27% | -12% | 3%
Cc1cccn2c(=O)c3cc(C(=O)NCCN4CCOCC4)n(Cc4ccccc4)c3nc12 | / | 0.2% | / | / | / | / | 2% | 2% | 6.6% | 9% | 16% | /
Cc1ccc2c(c1)c1c(n2CC(O)CNC2CCCC2)CCCC1 (centres undefined) | 12% | 0.0% | 0.56 | -0.22 | 0.89 | 0.78 | 25% | -6% | 4.0% | -35% | -11% | 0%
Cc1ccc(Cn2nnc3c(=O)[nH]c(C4CCN(C(=O)c5cccs5)CC4)nc32)cc1 | -2% | -0.1% | 0.23 | -0.23 | 0.31 | 0.33 | 22% | -6% | -8.3% | -22% | 1% | 1%
Cc1nnc(SCc2cccc(Cl)c2)n(N)c1=O | 0% | 0.7% | 0.094 | 0.5 | -0.003 | -0.18 | 10% | -14% | 4.8% | 5% | -5% | 0%
COc1ccccc1N1CCN(C(=O)CSc2nc3ccccc3o2)CC1 | 12% | -0.1% | 0.79 | -0.11 | 0.37 | 0.017 | 7% | -5% | -0.5% | -3% | 6% | 5%
CCOC(=O)c1nc(NNC(=O)c2ccc([N+](=O)[O-])cc2)sc1C | / | 0.4% | / | / | / | / | 42% | 63% | 0.5% | -28% | -16% | /
C=CCn1cc(-c2cccc(Cl)c2)cc(C#N)c1=O | -32% | -0.1% | -1 | -0.36 | -0.71 | 1.1 | 15% | 14% | -11% | 15% | -5% | 5%
Cc1c(-c2cc(C(=O)O)on2)cnn1C | 0% | 0.1% | -0.26 | -0.16 | -0.1 | 0.73 | -3% | -7% | -3.4% | 3% | -1% | 2%
O=C(c1ccncc1)N(c1ccc2oc3c(c2c1)CCCC3)S(=O)(=O)c1ccc(F)cc1 | -6% | / | -1.1 | -0.29 | -0.94 | 1.1 | 4% | 5% | 10% | -26% | 10% | -5%
Cc1cc(C)n(-c2nnc3c4ccccc4n(C)c3n2)n1 | 0% | -0.3% | -0.82 | -0.28 | 0.2 | 0.43 | -54% | -6% | -0.5% | -2% | 23% | 0%
O=[N+]([O-])c1ccc(C2(O)CN(c3ccccc3)C3=[N+]2CCS3)cc1 (centres undefined) | -3% | -0.4% | -0.13 | -0.19 | 0.26 | 0.99 | 3% | -19% | -2.7% | 11% | 5% | 1%
O=C(c1ccccc1Sc1ccc([N+](=O)[O-])cc1Cl)N1CCOCC1 | 5% | 0.3% | 0.62 | 0.012 | 0.61 | -3.9 | 19% | -11% | -0.9% | -24% | -4% | 1%
CCc1ccccc1NC(=O)CCNS(=O)(=O)c1ccc2c(c1)CCC(=O)N2 | / | -0.1% | / | / | / | / | 8% | 2% | -0.5% | 14% | ? | /

Two compounds picked at random from those above, as already listed:
SMILES | P. falciparum M17LAP | GPR55 beta-arrestin | Dynein cargo inh | Dynein cargo inh cytoplasmic EGFP | Dynein cargo inh nuclear GR-EGFP | Dynein cargo inh cell count | NOD2 inhibition | NOD1 NF-kB reporter | KOR beta-arrestin-1 | KOR beta-arrestin-2 | AID2073 | M1AAP inhibition
CN(C)N1C(=O)CC(N2CCCCC2)C1=O (centres undefined) | 1% | 0.4% | -0.26 | -0.25 | -0.0069 | 0.41 | 5% | -36% | 3.8% | -44% | 6% | -1%
O=C(c1ccccc1Sc1ccc([N+](=O)[O-])cc1Cl)N1CCOCC1 | 5% | 0.3% | 0.62 | 0.012 | 0.61 | -3.9 | 19% | -11% | -0.9% | -24% | -4% | 1%

Further results.
SMILES | P. falciparum M17LAP | GPR55 beta-arrestin | Dynein cargo inh | Dynein cargo inh cytoplasmic EGFP | Dynein cargo inh nuclear GR-EGFP | Dynein cargo inh cell count | NOD2 inhibition | NOD1 NF-kB reporter | KOR beta-arrestin-1 | KOR beta-arrestin-2 | AID2073 | M1AAP inhibition
Cc1cc(Oc2ccc(N)cn2)ccc1Cl | 5% | 1.0% | -0.41 | -0.16 | 0.16 | 0.17 | -4% | 4% | -4.7% | 12% | 5% | 6%
Cc1cccc(-n2c(SCC(=O)Nc3cccc(S(=O)(=O)NC4=NCCCCC4)c3)nc3ccccc3c2=O)c1C | -7% | 0.1% | 0.78 | -0.3 | 0.003 | -0.44 | 3% | -28% | -2.7% | 11% | 15% | 7%
Cc1cc(OCC(=O)NCc2ccccn2)c2c(C)cc(=O)oc2c1 | / | -0.1% | / | / | / | / | 5% | 18% | -12% | -35% | 27% | /
O=C1CC(c2ccsc2)c2ccc3ccccc3c2N1 (centres undefined) | -4% | -0.1% | 0.9 | -0.39 | 0.71 | 1.5 | -29% | -36% | 0.1% | -38% | -2% | -8%
CC(C)NC(=O)Cn1nnc(-c2ccc(Cl)cc2)n1 | 6% | 0.0% | 1.6 | -0.3 | 0.28 | 0.065 | 14% | 10% | -3.0% | 22% | 5% | 1%
COc1ccccc1CNC(=O)C1CCN(S(=O)(=O)N2CCCCC2)CC1 | -4% | 0.2% | -0.31 | -0.22 | 0.091 | 1.3 | 19% | -7% | -0.6% | 0% | 47% | 1%
Cc1ccc(SCc2nc3ccccc3n2CC(=O)Nc2c(C)cccc2C)cc1 | 13% | -0.1% | 0.022 | -0.21 | 0.72 | 0.38 | 0% | 5% | / | / | 0% | 1%
COCCCN(C(=S)Nc1c(C)cc(C)cc1C)C(C)c1ccccn1 (centres undefined) | -5% | -0.1% | 0.09 | -0.14 | 0.44 | 0.17 | -3% | -30% | -3.5% | -15% | -12% | -5%
CCOC(=O)c1cc(-c2ccc(F)cc2)n(CC(=O)NC(C)CC)c1C (centres undefined) | -4% | 0.2% | 0.54 | -0.011 | -0.039 | 0.65 | 10% | -28% | -5.5% | -5% | 12% | 12%
CNc1nc(C)c(C#N)cc1C(C)=O | 9% | -0.2% | -0.095 | -0.27 | 0.26 | -0.37 | -1% | -6% | -0.9% | 2% | 10% | 6%
COc1ccc(CNC(=O)c2cccc(N3CCCC3=O)c2)cc1 | -7% | -0.1% | -0.56 | -0.2 | -0.16 | 2.2 | -15% | 9% | -13% | -13% | -2% | -4%
COC(=O)CCC(=O)OC1(C)C(=O)C=C2C=C(C3CC3)N(Cc3ccco3)C=C2C1=O (centres undefined) | 4% | -0.2% | 1.4 | -0.77 | 0.79 | -0.58 | 9% | 9% | -2.4% | 25% | 29% | 5%
Cc1cccc2nc(CSc3nncn3-c3ccccc3)cn12 | 16% | -0.2% | -0.09 | -0.21 | 0.043 | 0.91 | 10% | -3% | 2.0% | 0% | 3% | -2%
CCOc1ccc(OCc2cccc(C(=O)Nc3ccc(CN4CCCCC4)cc3)c2)cc1 | 20% | -0.2% | -0.37 | 0.89 | -0.23 | 0.023 | -72% | -60% | 4.9% | -30% | -9% | 1%
O=C(CCC(=O)N1CCOc2ccccc21)Nc1ccc(F)cc1F | / | 0.0% | / | / | / | / | 6% | -4% | -4.6% | -22%[20 µM] | 7% | /
C=CCOC(=O)C1=C(C)NC(SCC)=C(C#N)C1c1ccc(Cl)cc1 (centres undefined) | 2% | 0.0% | 1.8 | -0.25 | -0.47 | 0.19 | -8% | -22% | 3.8% | -9% | 16% | 3%
CCOc1ccccc1C(=O)Nc1ccc2nc3n(c(=O)c2c1)CCCCC3 | / | 0.3% | / | / | / | / | 20% | -16% | -0.8% | -19% | 10% | /
Cc1ccc(S(=O)(=O)N=Nc2c(O)[nH]c3ccccc23)cc1C | -4% | -0.1% | -0.84 | -0.23 | -0.59 | 0.59 | 5% | -4% | -6.7% | 1% | -10% | 8%
CC1=C(C(=O)NCc2ccccc2)C(c2cccs2)n2ncnc2N1 (centres undefined) | -4% | -0.2% | -0.078 | -0.019 | 0.26 | 0.57 | -15% | -9% | 2.4% | -4% | 0% | 2%

The list is partial; rates above refer to the full screens.
